Screening results (PubChem)
FBW7 act = activators of human E3 ligase FBW7 | AlphaScreen FBW7–phospho-cyclin E peptide binding, activator screen | normalized activity (activation), % at 26.1 µM | 650,000 compounds, 0.13% hits | AID 1259310; in the data active = normalized activity above about 1.9%;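 note: purified mutant Fbw7 with reduced substrate affinity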
Target sequence (Q969H0 whole entry, looked up): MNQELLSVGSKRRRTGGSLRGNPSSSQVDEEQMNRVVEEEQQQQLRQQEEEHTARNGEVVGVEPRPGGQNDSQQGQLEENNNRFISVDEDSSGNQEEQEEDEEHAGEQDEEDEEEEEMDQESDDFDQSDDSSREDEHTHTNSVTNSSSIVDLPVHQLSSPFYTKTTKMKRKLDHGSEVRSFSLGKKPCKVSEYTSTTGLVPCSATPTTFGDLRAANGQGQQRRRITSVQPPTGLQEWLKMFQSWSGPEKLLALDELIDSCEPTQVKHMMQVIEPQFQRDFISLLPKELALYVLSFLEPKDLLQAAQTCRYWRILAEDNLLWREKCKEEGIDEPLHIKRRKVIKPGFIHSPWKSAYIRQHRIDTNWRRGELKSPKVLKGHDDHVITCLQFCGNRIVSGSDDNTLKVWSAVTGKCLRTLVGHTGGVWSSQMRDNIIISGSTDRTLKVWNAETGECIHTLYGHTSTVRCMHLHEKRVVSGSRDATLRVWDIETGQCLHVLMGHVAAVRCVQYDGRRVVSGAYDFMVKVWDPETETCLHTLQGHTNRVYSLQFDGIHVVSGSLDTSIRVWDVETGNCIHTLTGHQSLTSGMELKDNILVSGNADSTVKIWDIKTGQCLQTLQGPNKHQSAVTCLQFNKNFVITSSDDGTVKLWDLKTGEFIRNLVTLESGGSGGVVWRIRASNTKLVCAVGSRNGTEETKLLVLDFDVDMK
MITF primary = inhibitors of human MITF; inhibition, % at 2.6 µM; 650,000 compounds, 0.91% hits; O75030; AlphaScreen MITF homodimerization, bead proximity signal; in the data active = inhibition above about 50%;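 note: 0% = vehicle wells with protein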
TEAD-YAP block = TEAD-YAP interaction inhibition; HEK-TIYL cells, TEAD-Gal4/YAP UAS-luciferase luminescence; inhibition, % at 9.12 µM; 640,000 compounds, 1.4% hits; AID 1259422; in the data active = inhibition above about 32%;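 note: 0% = median of test compound wells and 100% = reference inhibitor wells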
GPR151 ag = activators of human GPR151. activation, % at 11.2 µM. PathHunter beta-arrestin GPR151 cells, luminescence. 650,000 compounds, 1% hits; in the data active = activation above about 4.9%;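 note: 0% = median of compound wells and 100% = cells with positive control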
Target sequence (Q8TDV0 whole entry, looked up): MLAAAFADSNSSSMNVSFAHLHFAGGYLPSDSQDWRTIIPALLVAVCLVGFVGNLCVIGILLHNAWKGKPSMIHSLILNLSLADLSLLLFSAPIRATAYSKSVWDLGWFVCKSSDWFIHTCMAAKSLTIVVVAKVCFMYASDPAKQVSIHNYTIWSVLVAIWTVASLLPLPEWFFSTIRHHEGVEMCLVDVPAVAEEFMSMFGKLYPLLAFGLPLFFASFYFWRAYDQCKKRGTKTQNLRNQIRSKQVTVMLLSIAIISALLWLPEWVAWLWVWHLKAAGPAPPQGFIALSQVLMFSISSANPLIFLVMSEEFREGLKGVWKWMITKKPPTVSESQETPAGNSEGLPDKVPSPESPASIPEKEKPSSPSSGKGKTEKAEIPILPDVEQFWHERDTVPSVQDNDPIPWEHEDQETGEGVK
* marks the source's active call; other numbers are inactive results.

Preview, 2 compounds:
For Cc1ccc(Cl)cc1NC(=O)c1nnn(CCc2ccccc2)c1N the results were FBW7 act 0.1, MITF primary 14, TEAD-YAP block 2 and GPR151 ag 0.4.
`CCOC(=O)c1c(NC(=O)CSc2nnc(CNC(=O)c3ccccc3F)n2-c2cccc(C)c2C)sc2c1CCC2` gave FBW7 act 0.0, MITF primary 9, TEAD-YAP block 3 and GPR151 ag -1.8.

This part in full, from the first entry:
For Cc1ccc(Cl)cc1NC(=O)c1nnn(CCc2ccccc2)c1N the results were FBW7 act 0.1, MITF primary 14, TEAD-YAP block 2 and GPR151 ag 0.4.
`CCOC(=O)c1c(NC(=O)CSc2nnc(CNC(=O)c3ccccc3F)n2-c2cccc(C)c2C)sc2c1CCC2` gave FBW7 act 0.0, MITF primary 9, TEAD-YAP block 3 and GPR151 ag -1.8.
Oc1ccccc1N1CCN(c2nncc(-c3ccc(C(F)(F)F)cc3)n2)CC1 was read as FBW7 act 0.0, MITF primary 1, TEAD-YAP block 5 and GPR151 ag 2.0.
CCc1ccccc1N(CC(=O)N1CCN(C(c2ccccc2)c2ccccc2)CC1)S(=O)(=O)c1ccc(C)cc1 was read as FBW7 act -0.2, MITF primary 8, TEAD-YAP block -6 and GPR151 ag -0.3.
For CCOC(=O)C1=CN(Cc2ccc(OC)cc2)C=C(C(=O)OCC)C1c1ccc(F)cc1 the results were FBW7 act 0.2, MITF primary 1, TEAD-YAP block 14 and GPR151 ag 3.9.
For NS(=O)(=O)c1cccc(NC(=O)CSc2nnc(-c3c[nH]c4ccccc34)o2)c1 the results were FBW7 act 0.1, MITF primary 11, TEAD-YAP block -20 and GPR151 ag -0.5.
CCc1ccccc1NC(=O)CCN1C(=O)C2C3C=CC(C3)C2C1=O (stereo not given) was read as FBW7 act 0.0, MITF primary 3, TEAD-YAP block 3 and GPR151 ag 0.3.
Cc1nn(-c2ccccc2)c(C)c1C(=O)Nc1ccc(C(N)=O)cc1 was read as FBW7 act 0.1, MITF primary 9, TEAD-YAP block -3 and GPR151 ag -1.9.
`O=C1CCCN1CCCNc1ncnc2c1c(-c1ccccc1)cn2-c1ccc(Cl)cc1` gave FBW7 act 0.1, MITF primary 2, TEAD-YAP block -17 and GPR151 ag -1.1.
O=C(CCNC(=O)Cn1cnc2ccccc2c1=O)NCCCN1CCOCC1 was read as FBW7 act -0.1, MITF primary -11, TEAD-YAP block -10 and GPR151 ag 1.3.
Screening Cc1ccc(CCC(=O)C(C#N)c2nc3ccccc3s2)o1 (stereo not given) returned FBW7 act 0.0, MITF primary 9, TEAD-YAP block -3 and GPR151 ag -1.2.
For COc1cc(C=O)ccc1OCC(=O)Nc1c(C)cc(I)cc1C the results were FBW7 act 0.5, MITF primary 13, TEAD-YAP block 10 and GPR151 ag -1.2.
Screening COc1ccc(-c2nc3s/c(=C\c4cccc([N+](=O)[O-])c4)c(=O)n3n2)cc1 returned FBW7 act -0.1, MITF primary -7, TEAD-YAP block 0 and GPR151 ag -0.1.
For CNC(=O)c1noc(-c2ccccc2)n1 the results were FBW7 act -0.2, MITF primary 18, TEAD-YAP block 5 and GPR151 ag 0.1.
CCCN1CCN(C(=S)Nc2cc(C)ccc2OC)CC1 was read as FBW7 act 0.0, MITF primary 7, TEAD-YAP block 4 and GPR151 ag -2.1.
`CN/N=C/c1cn(-c2ccccc2)nc1-c1cccs1` gave FBW7 act 0.1, MITF primary -2, TEAD-YAP block -3 and GPR151 ag 2.1.
`COc1cn(CC(=O)NCC2CCCO2)c(CSc2ccc(Cl)cc2)cc1=O` (stereo not given) gave FBW7 act 0.1, MITF primary 12, TEAD-YAP block 4 and GPR151 ag 1.5.
COC(=O)c1c(NC(=O)c2cc(Cl)ccc2OC)sc2c1CCC(C(C)(C)C)C2 (stereo not given) was read as FBW7 act 0.1, MITF primary -6, TEAD-YAP block -3 and GPR151 ag -0.7.
For O=S(=O)(c1ccc(F)cc1)N1CCN(Cc2ccsc2)CC1 the results were FBW7 act 0.1, MITF primary 45, TEAD-YAP block -7 and GPR151 ag -0.2.
For CCCCN(CCCC)C1CCS(=O)(=O)C1 (stereo not given) the results were FBW7 act -0.1, MITF primary -17, TEAD-YAP block 0 and GPR151 ag 3.7.

Arranged by molar mass (ascending): nine of the compounds above
For CNC(=O)c1noc(-c2ccccc2)n1 the results were FBW7 act -0.2, MITF primary 18, TEAD-YAP block 5 and GPR151 ag 0.1.
For CCCCN(CCCC)C1CCS(=O)(=O)C1 (stereo not given) the results were FBW7 act -0.1, MITF primary -17, TEAD-YAP block 0 and GPR151 ag 3.7.
`CN/N=C/c1cn(-c2ccccc2)nc1-c1cccs1` gave FBW7 act 0.1, MITF primary -2, TEAD-YAP block -3 and GPR151 ag 2.1.
CCCN1CCN(C(=S)Nc2cc(C)ccc2OC)CC1 was read as FBW7 act 0.0, MITF primary 7, TEAD-YAP block 4 and GPR151 ag -2.1.
Screening COc1ccc(-c2nc3s/c(=C\c4cccc([N+](=O)[O-])c4)c(=O)n3n2)cc1 returned FBW7 act -0.1, MITF primary -7, TEAD-YAP block 0 and GPR151 ag -0.1.
O=C(CCNC(=O)Cn1cnc2ccccc2c1=O)NCCCN1CCOCC1 was read as FBW7 act -0.1, MITF primary -11, TEAD-YAP block -10 and GPR151 ag 1.3.
`COc1cn(CC(=O)NCC2CCCO2)c(CSc2ccc(Cl)cc2)cc1=O` (stereo not given) gave FBW7 act 0.1, MITF primary 12, TEAD-YAP block 4 and GPR151 ag 1.5.
For COc1cc(C=O)ccc1OCC(=O)Nc1c(C)cc(I)cc1C the results were FBW7 act 0.5, MITF primary 13, TEAD-YAP block 10 and GPR151 ag -1.2.
`O=C1CCCN1CCCNc1ncnc2c1c(-c1ccccc1)cn2-c1ccc(Cl)cc1` gave FBW7 act 0.1, MITF primary 2, TEAD-YAP block -17 and GPR151 ag -1.1.

(list continues)
For COCCn1c(=S)[nH]c2cc(C(=O)NCCc3ccc(Cl)cc3)ccc2c1=O the results were FBW7 act 0.0, MITF primary -2, TEAD-YAP block 2 and GPR151 ag -0.3.
For CCOC(=O)N1CCN(C(=O)CN2C(=O)c3ccccc3C2=O)CC1 the results were FBW7 act 0.2, MITF primary 14, TEAD-YAP block 4 and GPR151 ag -0.3.
For CC1CC(C)CN(S(=O)(=O)c2ccc(Sc3ccc(F)cc3)c(C(=O)NCCc3ccc(Cl)cc3)c2)C1 (stereo not given) the results were FBW7 act -0.1, MITF primary -6, TEAD-YAP block -8 and GPR151 ag -1.5.
`CC(C)(C)c1ccc(CON=C2CCSCC2)cc1` gave FBW7 act 0.1, MITF primary 2, TEAD-YAP block -3 and GPR151 ag -2.4.
For O=C(CC1SC(=O)N(c2ccccc2)C1=O)Nc1ccc(Br)cc1 (stereo not given) the results were FBW7 act -0.1, MITF primary 15, TEAD-YAP block -9 and GPR151 ag -0.1.
COc1cc([N+](=O)[O-])cc2c1NC(c1ccncc1)C1CC=CC21 (stereo not given) was read as FBW7 act -0.5, MITF primary -3, TEAD-YAP block -6 and GPR151 ag 1.2.
For CC1=C/C(=N\NC(=O)c2ccc([N+](=O)[O-])cc2)CC(C)(C)C1 the results were FBW7 act 0.3, MITF primary 11, TEAD-YAP block 6 and GPR151 ag 0.2.
CCOC(=O)c1c(C)c(C(=O)NCCN2CCOCC2)c(C)n1C was read as FBW7 act 0.0, MITF primary 18, TEAD-YAP block 0 and GPR151 ag 0.1.
Screening O=S1(=O)C=CC(Nc2ncnc3c2oc2ccccc23)C1 (stereo not given) returned FBW7 act 0.2, MITF primary -1, TEAD-YAP block -1 and GPR151 ag 0.1.
c1ccc(CN2CCCN(Cc3nc4ccccc4[nH]3)CC2)cc1 was read as FBW7 act -0.8, MITF primary 26, TEAD-YAP block -1 and GPR151 ag -1.1.
Screening OCCCn1c(-c2ccc(C3CCCCC3)cc2)csc1=Nc1cccc(C(F)(F)F)c1 returned FBW7 act 0.0, MITF primary 2, TEAD-YAP block 12 and GPR151 ag 1.5.
CC1CCc2c(sc(NC(=O)Cn3nc(C(=O)O)c4ccccc4c3=O)c2C(N)=O)C1 (stereo not given) was read as FBW7 act 0.1, MITF primary 3, TEAD-YAP block 9 and GPR151 ag 0.9.
`CC1CCCN(S(=O)(=O)c2ccc(S(=O)(=O)NC(C)c3cccs3)cc2)C1` (stereo not given) gave FBW7 act 0.1, MITF primary -3, TEAD-YAP block -7 and GPR151 ag 0.6.
For CC(=O)Oc1cccc(/C=C2/C(=O)NN(c3ccc(C)c(C)c3)C2=O)c1 the results were FBW7 act 0.7, MITF primary 2, TEAD-YAP block -6 and GPR151 ag 5.0*.
`CCOc1ccc(C(=O)Nc2ccc(Cc3ccncc3)cc2)cc1` gave FBW7 act -0.1, MITF primary 4, TEAD-YAP block 23 and GPR151 ag 0.5.
For C=CCOC(=O)C1=C(C)Nc2c(c(=O)n(C)c(=O)n2C)C1c1ccc(N(CC)CC)cc1 (stereo not given) the results were FBW7 act 0.1, MITF primary 13, TEAD-YAP block 13 and GPR151 ag -0.4.
`COc1ccc(Cl)cc1NC(=O)C1CCCCC1C(=O)O` (stereo not given) gave FBW7 act 0.0, MITF primary 6, TEAD-YAP block -1 and GPR151 ag 0.4.
Screening O=C1COc2ccc(C(=O)CSc3nc4ccccc4s3)cc2N1 returned FBW7 act -0.1, MITF primary -5, TEAD-YAP block -5 and GPR151 ag 0.6.
Screening N#Cc1ccc(/C=N/NC(=O)c2ccccc2O)cc1 returned FBW7 act -0.1, MITF primary 7, TEAD-YAP block -14 and GPR151 ag -1.3.
`O=C(Cc1nc2scc(-c3ccccc3)c2c(=O)[nH]1)N1CCOCC1` gave FBW7 act 0.0, MITF primary 1, TEAD-YAP block 3 and GPR151 ag 11*.
`CCn1cc(C(=O)OCC(=O)c2cc(C)n(CC(F)(F)F)c2C)c(=O)c2ccc(C)nc21` gave FBW7 act -0.2, MITF primary -5, TEAD-YAP block 6 and GPR151 ag 0.1.
`CCCCOc1ccc(C2C3CN(C(=O)OC(C)(C)C)CC=C3C(C#N)=C(N)C2(C#N)C#N)cc1OC` (stereo not given) gave FBW7 act -0.1, MITF primary 4, TEAD-YAP block 1 and GPR151 ag -1.2.
C=CCOC(=O)C1=C(C)NC2=C(C(=O)CC(C)(C)C2)C1c1cc(Br)c(O)c(OCC)c1 (stereo not given) was read as FBW7 act 0.8, MITF primary 16, TEAD-YAP block -5 and GPR151 ag 0.9.
Screening Cc1cccc(OCC(=O)NS(=O)(=O)c2ccccc2)c1 returned FBW7 act 0.9, MITF primary -2, TEAD-YAP block -5 and GPR151 ag 2.6.
Screening CCc1ccccc1Nc1nc(-c2ccccc2Cl)nc2ccccc12 returned FBW7 act -0.3, MITF primary -20, TEAD-YAP block 5 and GPR151 ag 0.4.
CC(=O)N1c2ccccc2N=C(c2ccc(Cl)cc2)CC1c1ccc([N+](=O)[O-])cc1 (stereo not given) was read as FBW7 act 0.0, MITF primary -18, TEAD-YAP block -2 and GPR151 ag -1.0.
O=C1CCCc2oc3c(Cl)cc(NS(=O)(=O)c4ccc(Cl)cc4)cc3c21 was read as FBW7 act 1.0, MITF primary 14, TEAD-YAP block 0 and GPR151 ag -0.3.
For Cc1nn2cc(C(O)C[N+](=O)[O-])cnc2c1[N+](=O)[O-] (stereo not given) the results were FBW7 act -0.3, MITF primary -6, TEAD-YAP block -49 and GPR151 ag -1.4.
For O=C(NNC(=O)c1n[nH]c(=O)c2ccccc12)c1ccccc1F the results were FBW7 act 0.2, MITF primary -6, TEAD-YAP block -26 and GPR151 ag 1.0.
CN1CCN(C(=O)c2ccc(-c3ncc(C(=O)NC4CC4)s3)cc2)CC1 was read as FBW7 act 0.2, MITF primary 16, TEAD-YAP block -4 and GPR151 ag -1.7.
`Cc1ccc(S(=O)(=O)CCC(=O)NCCC2=CCCCC2)cc1` gave FBW7 act 0.1, MITF primary -4, TEAD-YAP block 1 and GPR151 ag 0.3.
O=C(CN1C(=O)CCC1=O)Nc1c2c(nn1-c1ccccc1)CCC2 was read as FBW7 act -0.1, MITF primary 0, TEAD-YAP block -10 and GPR151 ag -0.8.
CCC(C)C(=O)NCc1nnc2n1CCN(Cc1cccc3ccccc13)CC2 (stereo not given) was read as FBW7 act 0.0, MITF primary -11, TEAD-YAP block 5 and GPR151 ag -1.4.
Screening Cn1c(=O)[nH]c(=O)c2c1nc(Br)n2CCc1ccccc1 returned FBW7 act 0.1, MITF primary 3, TEAD-YAP block 7 and GPR151 ag 2.5.
Screening CC(=O)N1CCN(Cc2ccc3c(c2)CN(C(C)CCc2ccccc2)CCO3)CC1 (stereo not given) returned FBW7 act 0.2, MITF primary 12, TEAD-YAP block -1 and GPR151 ag -1.8.
Cc1ccc(-c2ccc3c(c2)CC(CNC(=O)CC(C)(C)C)O3)nc1 (stereo not given) was read as FBW7 act -0.1, MITF primary 12, TEAD-YAP block -1 and GPR151 ag 0.0.
O=C(OCC(=O)C12CC3CC(CC(C3)C1)C2)C1COc2ccccc2O1 (stereo not given) was read as FBW7 act 0.3, MITF primary 5, TEAD-YAP block 5 and GPR151 ag 0.9.
`Cc1cccc(NC(=O)c2ccccc2Br)c1NC(=O)c1ccccc1` gave FBW7 act 1.0, MITF primary 2, TEAD-YAP block 9 and GPR151 ag -0.8.
`O=C(NC(=S)Nc1cc(Cl)ccc1Cl)c1ccco1` gave FBW7 act 0.1, MITF primary 3, TEAD-YAP block -11 and GPR151 ag 0.4.
For CC1=C\C(O)CC(=O)Cc2nc(co2)C(=O)NC(C)C(=O)OC(C(C)C)C(C)/C=C/C(=O)NC\C=C\1 (stereo not given) the results were FBW7 act 0.0, MITF primary 7, TEAD-YAP block 12 and GPR151 ag -0.5.
`COc1ccc(-c2cnc3ccc(NCc4ccc(F)cc4)nn23)cc1OC` gave FBW7 act 0.4, MITF primary -8, TEAD-YAP block -1 and GPR151 ag -0.3.
Screening CC(=O)Nc1ccc(NC(=O)c2c(C)nn(-c3ccccc3)c2-n2cccc2)cc1 returned FBW7 act 0.0, MITF primary 2, TEAD-YAP block 5 and GPR151 ag 3.8.

Hits appear at their usual frequency; any-hit rate near 3.5%.
